# Tau fluor cs – counter-screen for tau fibril formation inhibitors | tau K18 P301L Alexa594 fluorescence, heparin fibrillization | Potency, µM (highest dose often 57.7 µM), without a hit: at the top dose activity change, negative = decrease | 280,000 tested, 0.93% active | AID 1463; further: on the % scale 0 is the no-effect control and ±100 the full control effect; nearly all actives have a fitted effect of over 55% in size
#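 Human tau K18 P301L (15 uM unlabeled, 0.24 uM Alexa 594-labeled) in 100 mM sodium acetate pH 7 with 20 uM heparin, 6 hr at 37 C. ThT 30 uM added, 1 hr ambient; Alexa 594 FP and total fluorescence read at 555/632 nm.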
# GAA inh – blocks human lysosomal alpha-glucosidase | P10253 | AID 1466 | 200,000 tested, 0.005% active | Potency, µM (titrated, usually from 76.9 µM), without a hit: at the top dose activity change, negative = inhibition, usual class: inhibitors | purified human GAA, 4-MU-alpha-glucoside fluorescence;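 further: plate controls were uninhibited enzyme wells for no effect and no-enzyme background for full effect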
#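 Endpoint fluorogenic read: 20 min room-temperature reaction of 4 nM human alpha-glucosidase with 400 uM 4-methylumbelliferyl-alpha-D-pyranoside, pH 5.0, quenched with 1M NaOH/1M glycine pH 10. AC50 from Hill modeling.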
# GLA spleen mod – inhibits or activates alpha-galactosidase in human spleen homogenate; P06280; human spleen homogenate, 4MU-alpha-Gal fluorescence, 40 min; Potency, µM (series often up to 80 µM), without a hit: at the highest dose activity change, negative = inhibition, most hits filed as inhibitors; 240,000 tested, 0.008% active;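 further: 0% = enzyme with vehicle and -100% = no enzyme basal signal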
# Target sequence (P06280 32-429 limits assumed): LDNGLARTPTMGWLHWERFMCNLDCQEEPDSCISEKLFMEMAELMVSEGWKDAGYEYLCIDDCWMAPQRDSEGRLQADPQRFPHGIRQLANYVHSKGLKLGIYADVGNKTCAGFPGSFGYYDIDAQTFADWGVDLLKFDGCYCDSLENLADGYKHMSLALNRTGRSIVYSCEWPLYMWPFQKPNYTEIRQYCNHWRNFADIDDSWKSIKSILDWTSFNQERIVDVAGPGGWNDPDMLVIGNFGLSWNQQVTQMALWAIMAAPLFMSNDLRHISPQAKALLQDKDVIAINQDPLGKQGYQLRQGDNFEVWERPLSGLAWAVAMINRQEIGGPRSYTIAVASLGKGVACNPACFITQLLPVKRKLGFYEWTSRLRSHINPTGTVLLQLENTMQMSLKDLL
#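 Human spleen homogenate (1 ug) was the enzyme source, with 4-methylumbelliferyl-alpha-D-galactopyranoside (1 mM final) in pH 5.0 citrate buffer with 0.01% Tween-20. Compounds were titrated; after 40 min at 37C, NaOH/glycine stop, 4-MU fluorescence read; AC50 from Hill fits.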
# GAA glycogen mod – inhibitors or activators of human alpha-glucosidase glycogen cleavage. P10253. recombinant GAA, glycogen substrate, Amplex Red glucose oxidase fluorescence. Potency, µM (highest dose often 76.4 µM), for inactives: at the highest dose activity change, negative = inhibition, actives largely listed as inhibitors. 300,000 tested, 0.38% active;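 further: 0% = full enzyme reaction and -100% = no-enzyme basal signal; the screen sought inhibitors and activators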
#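 Recombinant human enzyme (4 nM); glycogen substrate; 37 C, 40 min, pH 5.0. Readout: coupled glucose oxidase/Amplex Red fluorescence.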
# ALDH1A1 block – ALDH1A1 (human) enzyme inhibition; 220,000 tested, 7.3% active; AID 1030; Potency, µM (top dose mostly 75.3 µM), inactives show top-dose activity, negative = inhibition, actives largely listed as inhibitors; Purified ALDH1A1, NADH fluorescence, propionaldehyde substrate; active means well fitted inhibition curve with a large enough effect, not every such curve was filed as active; inconclusive means small, poorly fitted or top-dose-only effect, or another doubt; inactive means no such curve, though single readings can be large or run the other way;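 further: plate controls were no enzyme wells and a reference inhibitor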
# GAA spleen mod – lysosomal alpha-glucosidase (human) modulation | P10253 | human spleen homogenate, 4-MU-alpha-glucoside fluorescence | Potency, µM (doses to about 79.9 µM), without a hit: at the top dose activity change, negative = inhibition, hits mostly inhibitors | 240,000 tested, 0.006% active;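 further: 0% = enzyme with vehicle and -100% = no enzyme basal signal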
#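 AC50 values come from Hill-equation fits of concentration-response data, normalized to no-enzyme and full-activity controls. Enzyme source: 1 ug human spleen homogenate; 1 mM fluorogenic 4-MU glucoside, pH 5.0 citrate buffer, 37 C, 40 min.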
# Epigenetic derep – regulators of epigenetic silencing causing reporter derepression in mouse cells | murine LDR cells, GFP reporter derepression, 30 h | Potency, µM (top dose mostly 53.9 µM), without a hit: at the top dose GFP activation, actives largely listed as activators | 280,000 tested, 0.2% active; further: % of control where 0% means no effect; nearly all actives have a fitted effect of over 60% in size
#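 GFP-positive cell count by laser-scanning cytometry (objects 20–120 um) after 30 h, 37 C compound exposure of murine LDR cells; reporter is CMV-GFP integrated at a silenced locus, inducible by HDAC or DNMT inhibitors.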
# NPSR antag – blocks cAMP signaling of the human neuropeptide S receptor; Potency, µM (titrated, usually from 38.3 µM), for inactives: at the highest dose activity change, negative = inhibition, most hits filed as inhibitors; CHO-NPSR cells, cAMP TR-FRET, antagonist mode; Q6W5P4; 220,000 tested, 1% active; further: on the % scale 0 is the no-effect control and ±100 the full control effect; nearly all actives have a fitted effect of over 50% in size; many of its hits are not listed in these tables
# Target sequence (Q6W5P4 whole entry, looked up): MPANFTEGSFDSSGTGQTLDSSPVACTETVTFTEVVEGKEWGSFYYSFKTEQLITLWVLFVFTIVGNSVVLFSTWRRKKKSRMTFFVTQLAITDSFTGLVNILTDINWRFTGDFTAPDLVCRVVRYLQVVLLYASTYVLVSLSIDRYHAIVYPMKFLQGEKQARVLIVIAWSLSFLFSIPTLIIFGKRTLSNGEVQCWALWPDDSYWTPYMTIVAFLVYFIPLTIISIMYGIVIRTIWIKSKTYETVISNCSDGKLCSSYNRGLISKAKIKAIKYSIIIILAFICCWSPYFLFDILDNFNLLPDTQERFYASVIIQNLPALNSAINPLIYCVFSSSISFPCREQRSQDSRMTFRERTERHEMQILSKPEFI
# An asterisk follows results filed as active; ? = inconclusive; / = no result given; [ ] = another dose, or the depositor's remark. Unless noted, the call rests on the fitted dose curve; in most records, active means well fitted curve in the direction sought with a large enough effect; inconclusive means small, poorly fitted or top-dose-only effect, or another doubt; inactive means no such curve, though single readings can be large; an effect the other way counts as inactive or inconclusive. Potency means the concentration at half of the fitted maximal effect.
# Every second line gives: Tau fluor cs	GAA inh	GLA spleen mod	GAA glycogen mod	ALDH1A1 block	GAA spleen mod	Epigenetic derep	NPSR antag
1: COc1ccc(S(=O)(=O)NC(CC(=O)NCc2ccc3c(c2)OCO3)c2ccco2)cc1 (stereo unspecified)
 : -10%	-5%	-18%	-14%	?	-11%	1.0%	1%[46.1 µM]
2: CCOC(=O)C1(Cc2ccc(OC)cc2)CCN(C(=O)CCc2cccnc2)CC1
 : -8%	?	9%	6%	-6%	10%	1.1%	15%
3: Cc1cc(C)cc(Nc2ncnc3nc[nH]c23)c1
 : 1%	/	-1%	-7%	/	0%	-1.0%	-5%
4: COc1cc(C2=NOC(C(=O)Nc3ccc(C(C)=O)cc3)C2)cc(OC)c1OC (stereo unspecified)
 : -15%	4%	8%	-5%	2%	4%	-0.9%	-2%[46.1 µM]
5: C=CCn1c(CC(C)(C)C)nc2ccccc21
 : -3%	?	8%	-3%	-12%	-9%	-1.5%	-9%
6: CN(C)c1ccc(S(=O)(=O)NCC(=O)OCC(=O)Nc2cc(Cl)cc(Cl)c2)cc1[N+](=O)[O-]
 : ?	-7%	1%	-8%	14µM*	-1%	-1.0%	-5%
7: O=C(NCCCCNC(=O)C(F)(F)F)C(F)(F)F
 : -13%	3%	5%	2%	?	2%	0.9%	34%
8: Cc1cc2nc3c(=O)[nH]c(=O)[nH]c3nc2c([N+](=O)[O-])c1N
 : ?	2%	-5%	2%	-11%	-2%	-1.5%	-12%
9: COc1ccc(OC)c(NC(=O)CSc2nnc(CNC(=O)c3ccco3)o2)c1
 : 1%	6%	-4%	3%	10µM*	4%	-0.7%	3%[46.1 µM]
10: CCOC(=O)c1c(N)sc(C(=O)Nc2ccccc2)c1C
 : -20%	10%	-2%	-9%	10µM*	7%	2.3%	15%
11: CCC(C)(C)n1nnnc1C(c1cccs1)N1CCc2ccccc21 (stereo unspecified)
 : -20%	-5%	-7%	-12%	14µM*	-5%	-1.1%	?
12: O=C(NC(=S)Nc1ccccc1C(F)(F)F)c1ccccc1F
 : 0%	-2%	13%	-3%	4%	7%	1.1%	-10%
13: CCOC(=O)CSc1nnc(CNC(=O)c2ccco2)n1C
 : -22%	-1%	-7%	-6%	-6%	-4%	-1.9%	-1%[46.1 µM]
14: O=C(CN1c2ccccc2Sc2ccccc21)N/N=C/c1ccc(Cl)cc1
 : ?	/	0%	1%	/	-5%	0.0%	-49%
15: Cn1c2c(c(=O)n(C)c1=O)C(NS(=O)(=O)c1ccccc1)(C(F)(F)F)C(=O)N2 (stereo unspecified)
 : -5%	-1%	4%	-3%	5%	1%	0.0%	-1%[46.1 µM]
16: CCn1cc(CNC(=O)c2cc(-c3cc(OC)ccc3OC)nc3ccccc23)c(C)n1
 : -7%	?	-3%	-3%	10%	-3%	0.0%	3%[46.1 µM]
17: Cc1nc2c(C(=O)NCc3cccs3)cnn2c(C)c1Cc1ccccc1
 : -4%	5%	7%	-7%	?	-8%	-1.0%	-44%
18: O=C(O)CSCC(=O)N1CCN(S(=O)(=O)c2ccccc2)CC1
 : 4%	-6%	5%	-6%	4%	-6%	-0.5%	3%
19: CC(C)n1cnc2c(NCc3ccc(S(N)(=O)=O)cc3)nc(NCc3ccc(S(N)(=O)=O)cc3)nc21
 : -5%	/	-18%	4%	/	5%	2.8%	12%
20: Cc1cc(C(=O)CSc2nnnn2C)c(C)n1-c1ccc2c(c1)OCCO2
 : -13%	6%	4%	6%	?	-3%	-1.9%	-30%[46.1 µM]
21: COc1ccc(Oc2ccccc2/C=C/C(=O)O)cc1
 : -5%	?	9%	0%	5%	-12%	0.9%	-11%[46.1 µM]
22: Cc1cc2ncc(-c3cccc(Cl)c3)cn2n1
 : 5%	-2%	-4%	1%	2%	1%	-2.4%	-2%
23: COCCN1C(=O)N[C@@H](c2ccccc2)[C@H](C(C)=O)[C@H]1C
 : 6%[11.6 µM]	/	-4%[17.5 µM]	/	5%[13.5 µM]	-3%[17.4 µM]	/	/
24: C/C(=N\N1C(=O)c2ccccc2C1=O)c1cccc([N+](=O)[O-])c1
 : -2%	-2%	-3%	6%	-4%	1%	0.1%	-6%
25: Cc1ccccc1C(=O)Nc1ccc(C(=O)N/N=C/c2ccc(F)cc2)cc1
 : -1%	-8%	0%	6%	-4%	-1%	2.2%	-11%
26: CCCCC(=O)NNC(=S)NCc1ccccc1
 : -3%	5%	-9%	-12%	0%	-2%	1.1%	8%
27: CSc1nc(O)c(C(c2cccc([N+](=O)[O-])c2)c2c(O)nc(SC)[nH]c2=O)c(=O)[nH]1
 : -28%	8%	-5%	5%	-3%	-2%	-3.0%[10.1 µM]	4%
28: COc1ccc(CCNC(=O)Cn2nnc3ccccc3c2=O)cc1
 : -8%	1%	5%	2%	?	-1%	-0.9%	-9%[46.1 µM]
29: CCN1CCN(CCCN(Cc2ccco2)C(=S)Nc2ccc(Cl)cc2)CC1
 : 4%	7%	2%	1%	2%	-18%	-1.9%	12%
30: Cc1ccc2nc(SCc3nnc(-c4ccccc4)o3)[nH]c2c1
 : -13%	8%	-4%	7%	-16%	-16%	1.0%	-11%[46.1 µM]
31: CCOC(=O)C(CCCOc1cccc(CC)c1)C(=O)OCC
 : -18%	-2%	-3%	-3%	-6%	-1%	-1.5%	-14%[46.1 µM]
32: O=C(N/N=C/c1c(O)n(-c2ccccc2Cl)c(=O)c2ccccc12)c1cccnc1
 : -9%	-1%	7%	?	14µM*	/	-1.0%	-10%
33: CCCCc1nc2c(c3c1C[C@H](C)OC3)CN(C(=O)N[C@H](C(=O)OC)C(C)C)CC2
 : -2%[11.6 µM]	/	5%[17.5 µM]	/	-2%[13.5 µM]	2%[17.4 µM]	/	/
34: COc1ccnc(CS(=O)c2nc3ccc(OC(F)F)cc3[nH]2)c1OC (stereo unspecified)
 : -30%	/	-18%	/	?	-3%	0.0%	/
35: O=C(CN1CCN(c2ccccn2)CC1)Nc1ccc(OCc2ccccc2)cc1
 : -13%	0%	-4%	-5%	?	-6%	1.1%	-10%[46.1 µM]
36: COCC(C)NC(=S)N1CCN(c2ccccc2Cl)CC1 (stereo unspecified)
 : -9%	7%	0%	-11%	?	4%	-1.3%	7%
37: CCOc1ccc(NC(=O)CCN2CCCCC2)cc1
 : 5%	11%	-10%	12%	9%	-12%	0.7%	4%[46.1 µM]
38: CCn1c(SCC(=O)N2CCN(c3ccccc3)CC2)nnc1-c1ccoc1C
 : -6%	-7%[15.4 µM]	8%	-9%	-14%	2%	0.7%	-13%[46.1 µM]
39: Nc1nc(-c2ccco2)nn1S(=O)(=O)c1ccccc1
 : -3%	7%	-4%	21%	?	-3%	-1.1%	-5%
40: COc1ccc(C(=O)c2c(C(F)(F)F)oc3c2C(=O)c2ccccc2C3=O)cc1
 : ?	-15%	-5%	2%	-7%	-5%	-0.1%	18%[46.1 µM]

# Given screen by screen: 5 of the compounds above.
12) O=C(NC(=S)Nc1ccccc1C(F)(F)F)c1ccccc1F
39) Nc1nc(-c2ccco2)nn1S(=O)(=O)c1ccccc1
36) COCC(C)NC(=S)N1CCN(c2ccccc2Cl)CC1 (stereo unspecified)
9) COc1ccc(OC)c(NC(=O)CSc2nnc(CNC(=O)c3ccco3)o2)c1
1) COc1ccc(S(=O)(=O)NC(CC(=O)NCc2ccc3c(c2)OCO3)c2ccco2)cc1 (stereo unspecified)

Screen / compound no.	12	39	36	9	1
Tau fluor cs	0%	-3%	-9%	1%	-10%
GAA inh	-2%	7%	7%	6%	-5%
GLA spleen mod	13%	-4%	0%	-4%	-18%
GAA glycogen mod	-3%	21%	-11%	3%	-14%
ALDH1A1 block	4%	?	?	10µM*	?
GAA spleen mod	7%	-3%	4%	4%	-11%
Epigenetic derep	1.1%	-1.1%	-1.3%	-0.7%	1.0%
NPSR antag	-10%	-5%	7%	3%[46.1 µM]	1%[46.1 µM]

# Further records.
# Every second line gives: Tau fluor cs	GAA inh	GLA spleen mod	GAA glycogen mod	ALDH1A1 block	GAA spleen mod	Epigenetic derep	NPSR antag
41: NC(=O)[C@@H]1CCNc2c(I)cc([N+](=O)[O-])cc2C(=O)N[C@@H](CO)C(=O)N[C@@H](Cc2ccc(O)cc2)C(=O)N1
 : -9%	3%	3%	-2%	-6%	3%	6.9%	5%
42: CN1CCN(C(=O)C2=C[C@H](c3coc4ccccc4c3=O)C[C@H](OCc3ccc(CO)cc3)O2)CC1
 : 2%	/	8%	-6%	-2%	4%	-2.9%	?
43: CC1=C(C(=O)OCC(C)C)C(c2ccc(Br)s2)NC(=O)N1 (stereo unspecified)
 : -8%	-5%	-10%	-1%	-5%	-2%	-1.4%	-6%
44: Cc1oncc1-c1cn2ccccc2n1
 : -8%	-2%	-3%	5%	?	4%	1.5%	-1%[46.1 µM]

# Among those listed so far, 2 have a COOH group:
# Every second line gives: Tau fluor cs	GAA inh	GLA spleen mod	GAA glycogen mod	ALDH1A1 block	GAA spleen mod	Epigenetic derep	NPSR antag
18: O=C(O)CSCC(=O)N1CCN(S(=O)(=O)c2ccccc2)CC1
 : 4%	-6%	5%	-6%	4%	-6%	-0.5%	3%
21: COc1ccc(Oc2ccccc2/C=C/C(=O)O)cc1
 : -5%	?	9%	0%	5%	-12%	0.9%	-11%[46.1 µM]

# Screening data deposited in PubChem BioAssay by National Center for Advancing Translational Sciences (NCATS).

# Some of the compounds tested, so the mix of outcomes need not match the whole.
